TNAP activation fold = human TNAP enzyme activators, primary screen, biochemical, luminescent, no phosphate acceptor, uHTS (AID 1001); Alkaline phosphatase, tissue-nonspecific isozyme (Homo sapiens); purified TNAP, luminescent activation assay, no phosphate acceptor; higher activation fold means a stronger effect; activation fold at 20 µM; hits with a dose series show EC50 in µM; actives 0.03% (n = 200,000); in the data active = activation fold from about 3, or a potency from the dose series; inactive = the rest, 99 in 100 with activation fold below about 1.6; also: many of its hits are not listed in these tables
RSV antiviral HEp-2 = RSV antiviral activity via CPE protection, HEp-2 cells, primary 10 µM value included (AID 2391). HEp-2 cells, RSV-induced CPE inhibition; higher % means a stronger effect. one-dose CPE inhibition, % at 10 µM; IC50 in µM for titrated hits. actives 0.13% (n = 310,000); in the data active = a potency from the dose series; inconclusive = CPE inhibition mostly from about 23% at the one dose, without a potency; inactive = the rest, 99 in 100 with CPE inhibition below about 21%; also: strong numbers were not always called active
Rac1 GTP hydrolysis = MgcRacGAP GTPase-activating activity inhibitors, confirmation, biochemical, ADP Hunter fluorescence | inhibition, % at 30 µM; hits with a dose series show IC50 in µM | actives 0.6% (n = 340,000) | MgcRacGAP-stimulated Rac1 GTP hydrolysis, ADP Hunter fluorescence; higher % means a stronger effect; GST-tagged Rac1 F28L mutant substrate | AID 624330, 2012;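 active = first-screen hits whose inhibition reached a set limit at any dose in the follow-up dose series; inconclusive = inhibition above the set first-screen limit but never retested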;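 also: fluorescence reports GDP produced by GAP-driven GTP hydrolysis; strong numbers were not always called active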
SV40 large T antigen = SV40 large T antigen inhibitors, biochemical (AID 1903); actives 0.39% (n = 310,000); inhibition, % at 20 µM; hits with a dose series show IC50 in µM; SV40 large T antigen ATPase/helicase inhibition assay; higher % means a stronger effect; in the data active = a potency from the dose series; inconclusive = inhibition mostly from about 32% at the one dose, without a potency; inactive = the rest, 99 in 100 with inhibition below about 32%; also: strong numbers were not always called active
T cell HTS = modulators of CD8 T cell-vesicle binding, primary screen, mouse 2C CD8+ T cells, flow cytometry | 2C CD8+ T cell-vesicle binding; hits give low values | calls only at 7 µM | actives 0.068% (n = 330,000) | AID 2052, 2009;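 active = response, share of CD8 T cells binding vesicles, and their 90th percentile fluorescence all below set limits, cut at about 80% in these data, passing the limit was not always enough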
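Material: 2C TCR transgenic mouse naive CD8+ T cells, MACS-purified. Also added: QL9-charged Drosophila Ld/ICAM-1/B7-1 vesicles. Timing: binding 1.5 h at 37 °C. Measured by: high-throughput flow cytometry with anti-B7-1 and anti-CD8 staining. Read-out: percent CD8+ FL2 mean versus row control. Controls: Unloaded micro-vesicles (low), QL9 vesicles with 0.7% DMSO (high).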
PhoP inhibition = inhibitors of PhoP regulon expression, primary screen, Salmonella Typhimurium, GFP reporter (AID 1863) | S. Typhimurium PhoP-regulated promoter GFP reporter, 4 h; higher % means a stronger effect | one-dose inhibition, % at 50 µM; IC50 in µM for titrated hits | actives 0.16% (n = 300,000);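 active = inhibition over 29.93%, a cutoff 3 SD above the screen mean, later confirmed by dose response; inconclusive = inhibition over 29.93% but no dose response follow-up; inactive = inhibition at most 29.93% or unconfirmed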;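 also: 0% = low Mg2+ inducing control and 100% = high Mg2+ repressing control; strong numbers were not always called active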
NTR1 agonist = agonists of NTR1, primary screen, imaging, U2OS cells, beta-arrestin-GFP, high content (AID 493036); Neurotensin receptor type 1 (Homo sapiens), P30989; NTR1-U2OS beta-arrestin-GFP spot imaging, agonist mode; activation, % at 20 µM; actives 0.17% (n = 330,000);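 active = activation at or above 40% of the spot to cytoplasm intensity ratio, with at least 20 cells analyzed; inconclusive = wells under 20 cells, flagged as cytotoxic or low count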;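 also: 0% = DMSO without peptide and 100% = 100 nM NTR1 peptide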
Target sequence (P30989 whole entry, looked up): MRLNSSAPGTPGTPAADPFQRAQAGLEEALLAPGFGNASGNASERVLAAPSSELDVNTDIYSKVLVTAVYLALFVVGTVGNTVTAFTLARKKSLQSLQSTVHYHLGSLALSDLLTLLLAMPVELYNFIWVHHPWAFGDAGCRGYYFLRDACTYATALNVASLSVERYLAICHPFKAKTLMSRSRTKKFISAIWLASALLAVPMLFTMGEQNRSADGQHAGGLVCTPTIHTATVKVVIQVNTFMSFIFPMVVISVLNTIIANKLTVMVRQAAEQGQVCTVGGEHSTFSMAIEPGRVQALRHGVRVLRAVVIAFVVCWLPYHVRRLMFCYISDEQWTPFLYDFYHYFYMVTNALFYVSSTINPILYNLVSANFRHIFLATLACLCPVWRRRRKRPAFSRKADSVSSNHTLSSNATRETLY
Myeloid diff 2 = induction of myeloid progenitor differentiation, primary screen, cell-based, flow cytometry, MLPCN library | ER-HoxA9 myeloid progenitors, lysozyme-GFP differentiation | calls only at 10 µM | actives 1% (n = 360,000);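 active = normalized GFP-positive differentiation at or above the plate's own cutoff, the solvent-only control mean plus 3 SD; inconclusive = no clear call, values can overlap the other calls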;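 also: cells exposed to compound for four days before flow analysis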
K1F lysis inhibition = inhibition of K1F phage lysis, E. coli UTI89, bacterial capsule biogenesis inhibitors, alamar blue (AID 488966) | E. coli UTI89 K1F phage lysis, alamar blue, 2 h; higher % means a stronger effect | inhibition, % at 100 µM; hits with a dose series show IC50 in µM | actives 0.02% (n = 340,000);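 active = phage lysis inhibition, versus mean bacterial control, above a set limit; inconclusive = no clear call, values can overlap the other calls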;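 also: capsule biogenesis inhibitors block K1F phage lysis so surviving cells raise fluorescence; higher fluorescence means more inhibition of phage lysis; actives were called in the ten point dose series up to 300 µM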
T cell HTS vesicle-bound % = second read-out of T cell HTS, no call of its own (marks repeat the call); double positive events, %; measured here: CD8+ vesicle-bound cell fraction;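 binding gate set so that unloaded-vesicle control wells show 10% double positive cells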
NTR1 agonist cell count 20 µM = recorded beside NTR1 agonist, whose call it bears; cell count; measured here: cell count, cytotoxicity flag
Myeloid diff 2 GFP+ MAC1+ % = recorded beside Myeloid diff 2, whose call it bears; GFP+ MAC1+ double positive, %; measured here: differentiation confirmed by MAC1 staining
Numbers without * were called inactive; i = inactive; ? = inconclusive; . = no result given; [ ] = remark or other dose.

SMILES | TNAP activation fold | RSV antiviral HEp-2 | Rac1 GTP hydrolysis | SV40 large T antigen | T cell HTS | T cell HTS vesicle-bound % | PhoP inhibition | NTR1 agonist | NTR1 agonist cell count 20 µM | Myeloid diff 2 | Myeloid diff 2 GFP+ MAC1+ % | K1F lysis inhibition
COCC(=O)NC1CC2CCC(C1)N2C(=S)Nc1ccccc1C(=O)OC (centres undefined) | 0.9 | 6.0% | -8% | 3% | i | 21 | -3% | 0.5 | 55 | i | 0.8 | -0.2%
COC(=O)[C@H](Cc1ccccc1)NC(=O)N1CCC(C)CC1 | 1 | -0.5% | -1% | 2% | i | 8 | -10% | -0.9 | 52 | i | 0.8 | 7.2%
Cc1noc(C)c1CN1C(=O)c2ccccc2C1=O | . | 0.0% | 4% | 0% | i | 61 | 1% | -0.4 | 55 | i | 0.3 | 0.0%
COC(=O)c1c(C)oc2ccc(N(C(=O)c3ccncc3)S(=O)(=O)c3ccc(C)cc3C)cc12 | 1.2 | 8.9% | 7% | 7% | i | 44 | 9% | 10 | 46 | i | 1.4 | 0.2%[50 µM]
O=C(N/N=C/c1ccncc1)c1cc(-c2ccc(Br)s2)[nH]n1 | . | ? | 13% | 2% | i | 38 | 4% | -0.5 | 47 | i | 1.0 | -1.4%
CCOC(=O)/C(C#N)=C/Nc1cc(C(C)(C)C)sc1C(C)=O | . | 1.1% | 4% | 3% | i | 44 | -6% | 2.1 | 53 | i | 0.6 | -1.6%
COc1ccc(CN2CCNC(=O)C2CC(=O)N(C)CCC2CCOCC2)cc1OC (centres undefined) | . | 0.8% | 10% | 10% | i | 65 | -3% | -1.6 | 56 | i | 2.9 | 0.1%
Cc1cccc(C(=O)OCC(=O)NC(C)CCc2ccccc2)c1 (centres undefined) | 1.1 | 2.8% | 2% | 9% | i | 27 | 2% | 1.7 | 55 | i | 0.6 | 0.1%
O=C(COC(=O)c1cc(Cl)ccc1Cl)Nc1ccc2[nH]c(=O)[nH]c2c1 | . | -1.0% | 6% | 4% | i | 53 | -1% | 0.4 | 53 | i | 1.5 | 0.8%[50 µM]
COc1cc(C2(O)CCCCC2C)cc(OC)c1OC (centres undefined) | 1 | 1.4% | -11% | 6% | i | 4 | 1% | 1.7 | 68 | i | 0.7 | 0.9%[50 µM]
COCCn1c(SCC(=O)Nc2ccc3c(c2)CCC3)nc2ccccc2c1=O | 1 | 8.9% | -19% | -3% | i | 54 | -8% | 0.8 | 90 | i | 0.6 | 0.2%
COc1ccc(C(=O)NCC(c2cccs2)N2CCOCC2)cc1OC (centres undefined) | . | 1.1% | 6% | . | i | 9 | . | -1.8 | 65 | i | 1.2 | 0.8%[50 µM]
CC(C)(C)c1cc(C(=O)NNC(=O)Nc2cccc(Cl)c2)n(Cc2ccccc2)n1 | . | 11% | 4% | 9% | i | 11 | -6% | 8.6 | 58 | i | 1.0 | 10%
O=c1c2ccc([N+](=O)[O-])cc2ncn1CCOc1cccc(Br)c1 | 1 | 3.6% | 1% | 11% | i | 44 | 0% | 2.9 | 40 | i | 0.6 | -0.6%
Cn1ncc(Cl)c1C(=O)NC(=S)Nc1sc2c(c1C#N)CCCCC2 | 1 | 21% | 7% | 11% | i | 25 | -7% | 5.1 | 57 | i | 0.0 | 0.0%
Cc1cc(C)nc(N2CCCC(C(=O)Nc3nnc(C(C)C)s3)C2)n1 (centres undefined) | 1 | . | . | -4% | . | . | 1% | -1.6 | 83 | . | . | .
CC1CCc2nc3ccc(S(=O)(=O)N4CCC(C(=O)NC5CCCC5)CC4)cc3c(C(=O)O)c2C1 (centres undefined) | 1.1 | . | -4% | 14% | . | . | -14% | 4.2 | 84 | i | 1.7 | -0.7%
CCCCOC(=O)n1c(SCC(=O)N(C)C)nc2ccccc21 | 1.1 | 0.1% | 5% | 10% | i | 7 | 1% | -0.8 | 79 | i | 0.5 | 1.4%
CSc1sc(C(=O)NCC2CC2)c2c1S(=O)(=O)N(C)c1ccccc1-2 | . | . | 1% | 12% | i | 34 | -5% | 0.1 | 65 | i | 0.4 | 0.7%
COc1cccc(NC(=O)C(Sc2nnnn2C)c2ccccc2)c1 (centres undefined) | 1.1 | 1.0% | 3% | 5% | i | 35 | 3% | 0.0 | 30 | i | 0.9 | -0.2%

Some of these compounds in order of number of heavy atoms, smallest number first.
SMILES | TNAP activation fold | RSV antiviral HEp-2 | Rac1 GTP hydrolysis | SV40 large T antigen | T cell HTS | T cell HTS vesicle-bound % | PhoP inhibition | NTR1 agonist | NTR1 agonist cell count 20 µM | Myeloid diff 2 | Myeloid diff 2 GFP+ MAC1+ % | K1F lysis inhibition
COC(=O)[C@H](Cc1ccccc1)NC(=O)N1CCC(C)CC1 | 1 | -0.5% | -1% | 2% | i | 8 | -10% | -0.9 | 52 | i | 0.8 | 7.2%
CCCCOC(=O)n1c(SCC(=O)N(C)C)nc2ccccc21 | 1.1 | 0.1% | 5% | 10% | i | 7 | 1% | -0.8 | 79 | i | 0.5 | 1.4%
CC(C)(C)c1cc(C(=O)NNC(=O)Nc2cccc(Cl)c2)n(Cc2ccccc2)n1 | . | 11% | 4% | 9% | i | 11 | -6% | 8.6 | 58 | i | 1.0 | 10%
CC1CCc2nc3ccc(S(=O)(=O)N4CCC(C(=O)NC5CCCC5)CC4)cc3c(C(=O)O)c2C1 (centres undefined) | 1.1 | . | -4% | 14% | . | . | -14% | 4.2 | 84 | i | 1.7 | -0.7%

Next section:
SMILES | TNAP activation fold | RSV antiviral HEp-2 | Rac1 GTP hydrolysis | SV40 large T antigen | T cell HTS | T cell HTS vesicle-bound % | PhoP inhibition | NTR1 agonist | NTR1 agonist cell count 20 µM | Myeloid diff 2 | Myeloid diff 2 GFP+ MAC1+ % | K1F lysis inhibition
CC(CC(=O)Nc1cccc(F)c1)S(=O)(=O)c1ccc2c(c1)NC(=O)CO2 (centres undefined) | . | 0.7% | 0% | 15% | i | 12 | -11% | -0.4 | 56 | i | 2.1 | 0.1%
NC(=O)c1nn(CC(=O)Nc2cccc(S(=O)(=O)N3CCCCCC3)c2)c(=O)c2ccccc12 | . | . | 2% | . | i | 34 | . | 1.7 | 58 | i | 0.8 | 0.7%[50 µM]
C=CCc1cc(C)ccc1OCCn1ccnc1 | 1.1 | 1.2% | 18% | 19% | i | 36 | 16% | -5.0 | 87 | i | 0.7 | 7.5%
Cc1ccc(OCC(O)CNCc2ccc(F)cc2)cc1 (centres undefined) | . | -0.7% | -5% | 7% | i | 21 | 2% | 2.4 | 52 | i | 3.1 | 0.4%
O=C(Nc1nccs1)C1CC(=O)N(c2ccc(Cl)cc2)C1 (centres undefined) | 1.1 | 0.8% | -10% | 8% | i | 43 | -6% | 0.0 | 57 | i | 1.5 | 0.0%
Cc1ccc(NC(=S)NC2CCSc3ccccc32)cc1 (centres undefined) | . | 6.0% | -1% | -5% | i | 36 | -5% | 3.7 | 31 | i | 0.4 | 0.0%
COc1cccc(OC)c1C(=O)NC(=S)NCc1ccco1 | 1.1 | -0.2% | 4% | 25% | i | 57 | 2% | -0.7 | 43 | i | 0.3 | -1.5%
COc1ccc(C(=O)N=C2SC3CS(=O)(=O)CC3N2c2ccc(C(C)=O)cc2)cc1 (centres undefined) | . | -0.3% | 11% | 12% | i | 36 | -3% | 1.0 | 71 | i | 8.4 | 0.3%
CC(C)OCCCNC(=O)c1sc(=S)n(C)c1N | 1.1 | 0.6% | 7% | 2% | i | 35 | 2% | -0.1 | 96 | i | 0.3 | -0.2%
O=C(OC1CCOC1=O)c1cc(Cl)ccc1[N+](=O)[O-] (centres undefined) | . | 1.7% | 5% | 10% | i | 20 | -1% | -2.2 | 34 | i | 0.8 | -1.4%
COc1ccccc1N=C1SCC(=O)N1Cc1ccco1 | . | 2.3% | 0% | 11% | i | 24 | -1% | 1.5 | 43 | i | 0.4 | 0.1%
COc1ccc(S(C)(=O)=O)cc1S(C)(=O)=O | 1.1 | 0.8% | -10% | 28% | i | 15 | 0% | 1.4 | 83 | i | 2.7 | -2.5%
OC(CN1CCN(c2ccccc2)CC1)c1ccc2c(c1)CCN2 (centres undefined) | 0.9 | 0.4% | 9% | 16% | i | 19 | 18% | -2.3 | 54 | i | 1.7 | -0.9%
CCN(CC(=O)Nc1c(F)cccc1F)C(=O)CNC(=O)c1ccc2c(c1)OCO2 | . | 0.8% | 6% | 8% | i | 35 | -1% | 0.5 | 59 | i | 1.3 | 0.2%
Cc1csc2nc(O)c(C(=O)NCC3CCCO3)c(=O)n12 (centres undefined) | . | 0.8% | 5% | 9% | i | 44 | 3% | -1.5 | 66 | i | 0.7 | 1.2%[50 µM]
CC(OC(=O)c1ccc2c(c1)C(=O)N(Cc1ccncc1)C2=O)C(=O)Nc1cccc(Cl)c1Cl (centres undefined) | 1.1 | 0.3% | 13% | -3% | i | 4 | -31% | 0.6 | 66 | i | 0.4 | 1.3%[50 µM]
N#Cc1ccc(C(=O)Nc2ccn(-c3ccccc3)n2)cc1 | 1.1 | 1.9% | 10% | 10% | i | 63 | -1% | -0.5 | 73 | i | 0.6 | -0.1%
CC(=O)c1cc(C#N)c(NCCCN(C)C)nc1C | 1.1 | -0.9% | 4% | 2% | i | 37 | -7% | 0.4 | 55 | i | 0.1 | -0.4%
CC1CCCC(NC(=O)COC(=O)Cc2c[nH]c3ccccc23)C1C (centres undefined) | 1 | -1.3% | -4% | 14% | i | 61 | 11% | 1.2 | 55 | i | 0.6 | 2.8%
COc1ccc(NC(=O)C2CC(=O)N(c3ccccc3C)C2)c(OC)c1 (centres undefined) | . | 1.8% | 5% | 0% | i | 15 | 2% | -0.2 | 52 | i | 0.7 | 0.2%
CCc1sc(C(=O)Nc2cccc(-n3cnnn3)c2)cc1C | . | 1.9% | 1% | . | i | 58 | . | 6.2 | 65 | i | 0.2 | 0.1%[50 µM]
COc1ccc2c(CC(=O)OCC(=O)NC(=O)c3cccn3C)coc2c1 | 1.1 | 0.9% | 6% | 1% | i | 56 | -4% | 1.5 | 49 | i | 0.6 | -0.3%

Bioassay records deposited in PubChem by several laboratories.

This is a random part of the collection. About 2.3% of those tested had a hit in this group.
